TcdB GH inh = TcdB glycohydrolase inhibition. inhibition, % at 9.99 µM. TcdB glycohydrolase enzymatic assay, plate reader. actives 0.24% (n = 350,000). P18177; in the data active means inhibition above about 10%
BioA inh = inhibitors of Mycobacterium tuberculosis BioA enzyme. inhibition, % at 9.99 µM. actives 0.096% (n = 360,000). purified M. tuberculosis BioA enzyme, plate reader. AID 602481; in the data active means inhibition above about 40%
Active calls of the source: *.

SMILES	TcdB GH inh	BioA inh
CO[C@@H]1CC[C@@H]2CCN(C)C(=O)C[C@@H](c3ccccc3)CN(C)C(=O)c3cc(C#N)ccc3OC[C@H]1O2	0.1	-0.1
C[C@@H]1CCCCO[C@H](CN(C)C(=O)c2ccccc2)[C@@H](C)CN([C@@H](C)CO)C(=O)c2cc(NS(=O)(=O)c3ccccc3)ccc2O1	-0.3	0.1
C[C@@H]1CN([C@H](C)CO)C(=O)c2cc(C#CCN(C)C)cnc2O[C@H]1CN(C)Cc1ccccc1F	0.4	16.2
C[C@H](CO)N1C[C@H](C)[C@H](CN(C)C)Oc2ncc(C#CC3(O)CCCC3)cc2C1=O	0.6	-1.4
CC(C)(C)[S@@](=O)N1Cc2cc(C(=O)NCc3ccncc3)nc(-c3cccc(-c4ccncc4)c3)c2[C@H]1CCO	1.9	0.3
Cc1noc(C)c1S(=O)(=O)N(C)C[C@@H]1OCc2ccccc2-c2c(n(C)c3ccccc23)C(=O)N([C@H](C)CO)C[C@@H]1C	1.0	-0.4
COc1ccc(C(=O)Nc2ccc3c(c2)C(=O)N(C)C[C@H](OC)[C@H](C)CN[C@H](C)CO3)cc1	-0.2	1.4
Cc1nc2cc(Br)ccc2c(=O)n1Cc1cccc(O)c1	-2.3	3.7
CNC[C@H]1Oc2ccc(NC(=O)C3CCCCC3)cc2C(=O)N([C@H](C)CO)C[C@@H]1C	-0.2	0.0
COc1cccc(S(=O)(=O)N[C@@H]2CC[C@H](CC(=O)NCc3ccncc3)O[C@H]2CO)c1	-0.1	0.0
COc1ccc(NC(=O)Nc2ccc3c(c2)CC(=O)N([C@@H](C)CO)C[C@@H](C)[C@@H](CN(C)C(=O)Nc2ccccc2)O3)cc1	0.2	-4.4
CCCNC(=O)C[C@H]1CC[C@H]2[C@@H](COc3ccc(NC(=O)NCC)cc3C(=O)N2C)O1	-0.8	-1.5
C[C@H](CO)N1C[C@H](C)[C@@H](CN(C)C(=O)Nc2ccc3c(c2)OCO3)Oc2c(NC(=O)CCCCCC(=O)Nc3ccccc3N)cccc2C1=O	0.3	0.4
CNC[C@@H]1Oc2cc(C#Cc3ccc(OC)cc3)ccc2S(=O)(=O)N([C@H](C)CO)C[C@H]1C	-0.9	-2.8
C[C@@H]1CN([C@H](C)CO)C(=O)c2cc(NC(=O)Nc3ccc4c(c3)OCO4)ccc2O[C@@H]1CN(C)C	0.6	-2.4
Cc1ccc(S(=O)(=O)N(C)C[C@@H]2Oc3ccc(NC(=O)NC4CCCCC4)cc3C(=O)N([C@H](C)CO)C[C@@H]2C)cc1	0.1	0.7
O=C(CCN1CCCCC1)NCC[C@@H]1CC[C@H](NC(=O)Nc2ccc(Cl)cc2)[C@H](CO)O1	-0.7	0.7
COc1ccc(NC(=O)N(C)C[C@@H]2Oc3ccc(NC(=O)Nc4cccc5ccccc45)cc3CC(=O)N([C@H](C)CO)C[C@@H]2C)cc1	0.4	-5.1
Cc1ccc(S(=O)(=O)N(C)C[C@@H]2Oc3c(cccc3N(C)C)C(=O)N([C@@H](C)CO)C[C@H]2C)cc1	1.6	0.6
CC(C)NC(=O)Nc1ccc2c(c1)C(=O)N([C@@H](C)CO)C[C@@H](C)[C@H](CN(C)S(=O)(=O)c1cn(C)cn1)OCCCC[C@@H](C)O2	0.1	1.2
COc1ccc(S(=O)(=O)Nc2ccc3c(c2)C(=O)N([C@@H](C)CO)C[C@@H](C)[C@H](CN(C)S(=O)(=O)c2c(C)noc2C)OCCCC[C@@H](C)O3)cc1	1.0	2.5
CO[C@H]1CN(C)C(=O)c2cc(NC(=O)C3CC3)ccc2OC[C@H](C)N(Cc2ccncc2)C[C@H]1C	0.7	6.3
N#C[C@@H]1[C@@H](c2ccc(C#CCC3CCCC3)cc2)[C@H](CO)N1C(=O)c1ccccn1	-0.8	-1.1
CN(C)CCCNC(=O)C[C@@H]1CC[C@H](NC(=O)c2ccccc2F)[C@@H](CO)O1	1.2	-2.5
O=C(NCc1ccccc1F)[C@@H]1[C@@H](CO)[C@@H]2Cn3c(cccc3=O)[C@@H]2N1CC1CC1	-1.1	1.2

2 neighbouring entries from above:
SMILES	TcdB GH inh	BioA inh
CO[C@@H]1CC[C@@H]2CCN(C)C(=O)C[C@@H](c3ccccc3)CN(C)C(=O)c3cc(C#N)ccc3OC[C@H]1O2	0.1	-0.1
C[C@@H]1CCCCO[C@H](CN(C)C(=O)c2ccccc2)[C@@H](C)CN([C@@H](C)CO)C(=O)c2cc(NS(=O)(=O)c3ccccc3)ccc2O1	-0.3	0.1

The results go on.
SMILES	TcdB GH inh	BioA inh
COc1cccc(S(=O)(=O)Nc2ccc3c(c2)[C@@H]2C[C@H](CC(=O)NCC(F)(F)F)O[C@@H](CO)[C@@H]2O3)c1	-1.4	-0.5
CCS(=O)(=O)Nc1ccc2c(c1)C(=O)N(C)C[C@@H](OC)[C@@H](C)CN(C(=O)CN(C)C)[C@H](C)CO2	0.0	-2.0
Cc1noc(C)c1NC(=O)N(C)C[C@@H]1Oc2ccc(NC(=O)Cc3ccccc3)cc2C(=O)N([C@H](C)CO)C[C@@H]1C	-1.2	-1.2
COC(=O)C[C@H]1C=C[C@H](N)[C@H](CO)O1	-0.5	0.5
Cc1ccc(S(=O)(=O)Nc2ccc3c(c2)C(=O)N([C@H](C)CO)C[C@H](C)[C@H](CN(C)C(=O)NC(C)C)O3)cc1	-0.4	-0.8
C[C@@H]1CN([C@@H](C)CO)C(=O)c2cc(NS(=O)(=O)c3ccc(Cl)cc3)ccc2O[C@@H]1CN(C)Cc1ccc(C(=O)Nc2ccccc2N)cc1	-1.1	-2.2
O=C([C@H]1N[C@H]2c3ccc(-c4ccc(F)cc4)c(=O)n3C[C@H]2[C@@H]1CO)N1CCc2ccccc2C1	-2.7	-0.9
C[C@@H]1CN([C@@H](C)CO)S(=O)(=O)c2ccc(Br)cc2O[C@H]1CN(C)S(=O)(=O)c1ccccc1	0.4	2.4
C[C@@H]1CN([C@@H](C)CO)S(=O)(=O)c2ccc(C#Cc3ccncc3)cc2O[C@@H]1CN(C)C(=O)C1CCCCC1	0.8	-1.2
C[C@H](CO)N1C[C@H](C)[C@@H](CN(C)C(=O)Nc2ccc(F)cc2)Oc2ncc(C3=CCCCC3)cc2C1=O	0.8	5.6
O=C(Nc1cc(F)ccc1F)N1CCCCN2[C@H](C1)[C@H](c1ccc(C3=CCCCC3)cc1)[C@@H]2CO	0.3	4.8
Cn1cnc(S(=O)(=O)N2C[C@H](O)COC[C@@H]3O[C@H](CC(=O)N4CCN(c5ccccc5)CC4)CC[C@H]32)c1	-0.4	-1.4
COc1ccc(NC(=O)Nc2ccc3c(c2)[C@H]2C[C@H](CC(=O)NCCc4ccccc4)O[C@H](CO)[C@H]2O3)cc1	-1.6	6.2
COc1ccc(S(=O)(=O)Nc2ccc3c(c2)CC(=O)N([C@H](C)CO)C[C@H](C)[C@@H](CN(C)S(=O)(=O)c2ccc(C)cc2)O3)cc1	0.1	2.1
C[C@@H]1CN([C@H](C)CO)C(=O)Cc2cc(NC(=O)c3ccncc3)ccc2O[C@H]1CN(C)CC1CC1	-1.0	-0.8
CN(C)C(=O)[C@@H]1[C@@H](CO)[C@@H]2Cn3c(ccc(-c4cccc(F)c4)c3=O)[C@@H]2N1C(=O)c1cnccn1	-11.4	-2.0
CC(C)NC(=O)Nc1ccc2c(c1)C(=O)N([C@@H](C)CO)C[C@H](C)[C@@H](CN(C)Cc1ccncc1)O2	-0.2	4.3
COc1cccc(-c2ccc3c(c2)O[C@@H](CN(C)C(=O)C2CCC2)[C@H](C)CN([C@H](C)CO)S3(=O)=O)c1	1.0	-0.4
COc1ccc(S(=O)(=O)Nc2ccc3c(c2)C(=O)N([C@H](C)CO)C[C@H](C)[C@H](CN(C)C(=O)c2ccncc2)OCCCC[C@H](C)O3)cc1	0.4	-1.7
COc1ccccc1-c1cn(CC[C@@H]2CC[C@@H](NC(=O)C3CCCCC3)[C@@H](CO)O2)nn1	-0.1	-1.4
COc1cccc(C(=O)Nc2ccc3c(c2)C(=O)N(C)C[C@H](OC)[C@H](C)CN[C@H](C)CO3)c1	-0.1	0.8
CC(C)NC(=O)Nc1ccc2c(c1)C(=O)N([C@@H](C)CO)C[C@@H](C)[C@@H](CN(C)C(=O)Nc1cccc3ccccc13)O2	0.6	0.7
O=C(C[C@H]1C=C[C@H](NC(=O)Nc2ccc(C(F)(F)F)cc2)[C@H](CO)O1)NCc1cccc(F)c1	0.2	6.8
CN(C)C(=O)C[C@H]1C=C[C@@H](NC(=O)C2CC2)[C@@H](CO)O1	0.3	5.0
CCCNC(=O)N[C@H]1CC[C@H](CC(=O)NCCc2ccccc2)O[C@@H]1CO	-0.6	-4.2

The results go on:
SMILES	TcdB GH inh	BioA inh
CN(C)CCCNC(=O)[C@H]1[C@H](CO)[C@H]2Cn3c(ccc(-c4ccncc4)c3=O)[C@@H]1N2C(=O)C1CC1	-0.9	-0.2
CCCN1[C@@H]2c3ccc(-c4ccccc4)c(=O)n3C[C@@H]2[C@@H](CO)[C@@H]1C(=O)NCC1CC1	0.8	3.1
CC(=O)N1[C@@H](CO)[C@@H]2c3ccccc3N(C(=O)Nc3cc(F)ccc3F)C[C@@H]21	-0.3	-1.5
C[C@H]1CN([C@@H](C)CO)C(=O)c2cc(NC(=O)CCC(F)(F)F)ccc2O[C@H]1CN(C)CC1CC1	0.1	0.0
Cc1ccc(S(=O)(=O)N(C)C[C@H]2Oc3ccc(NC(=O)Nc4ccc(F)cc4)cc3C(=O)N([C@@H](C)CO)C[C@@H]2C)cc1	1.4	-0.1
C[C@H](CO)N1C[C@H](C)[C@H](CN(C)Cc2cncnc2)Oc2ncc(C#Cc3ccccn3)cc2C1=O	0.5	-2.9
C[C@@H]1CN([C@@H](C)CO)C(=O)Cc2cc(NC(=O)C3CCCCC3)ccc2O[C@@H]1CN(C)Cc1ccc(C(=O)Nc2ccccc2N)cc1	0.2	-6.1
C[C@H]1CN([C@@H](C)CO)C(=O)c2cccc(NC(=O)Nc3ccc4c(c3)OCO4)c2O[C@H]1CN(C)C(=O)Nc1cccc2ccccc12	1.0	0.4
CNC[C@H]1Oc2ncc(Br)cc2C(=O)N([C@H](C)CO)C[C@H]1C	1.0	-1.0
C[C@@H]1CN([C@H](C)CO)C(=O)c2cccc(NC(=O)c3ccc(-c4nccs4)cc3)c2O[C@@H]1CN(C)Cc1ccc(-c2ccccc2)cc1	-1.5	-1.4
O=C(C[C@H]1CC[C@H]2[C@@H](COC[C@@H](O)CN2C(=O)c2cnccn2)O1)NCc1ccc(Cl)cc1	-0.1	-0.9
C[C@@H]1CN([C@@H](C)CO)C(=O)CCCn2cc(nn2)CO[C@H]1CN(C)Cc1ccc(C(=O)Nc2ccccc2N)cc1	-0.1	-1.7
COc1ccc(-c2cnc3c(c2)C(=O)N([C@@H](C)CO)C[C@H](C)[C@H](CN(C)C(=O)NC2CCCC2)O3)cc1	1.0	0.4
CNC[C@@H]1OCCCC[C@H](C)Oc2ccc(NC(=O)c3ccncc3)cc2C(=O)N([C@H](C)CO)C[C@@H]1C	-0.9	0.9
COCCNC(=O)C[C@@H]1CC[C@H]2[C@@H](COc3ccc(NC(=O)C4CCCC4)cc3C(=O)N2C)O1	-0.8	-3.9
C[C@@H]1CN([C@H](C)CO)S(=O)(=O)c2ccc(/C=C/c3ccccc3)cc2O[C@@H]1CN(C)Cc1ccc(C(=O)O)cc1	-0.1	0.0
O=C(C[C@@H]1C=C[C@@H](NC(=O)Nc2ccc(F)cc2)[C@H](CO)O1)NCc1cccc(F)c1	-0.1	-2.1
C[C@H]1CN([C@@H](C)CO)S(=O)(=O)c2ccc(-c3ccccc3)cc2O[C@H]1CN(C)C(=O)CN(C)C	0.6	-2.0
C[C@@H]1CCCCO[C@H](CN(C)S(=O)(=O)c2ccccc2)[C@@H](C)CN([C@@H](C)CO)C(=O)c2cc(NC(=O)Nc3ccccc3)ccc2O1	-0.4	2.5
C[C@H]1CN([C@@H](C)CO)C(=O)c2cc(C#CCN(C)C)cnc2O[C@@H]1CN(C)S(C)(=O)=O	0.1	-1.7
OC[C@@H]1[C@@H](c2ccc(C#Cc3ccccc3)cc2)[C@@H]2CN(Cc3cncnc3)CCCCN12	1.2	2.1
Cc1noc(C)c1S(=O)(=O)Nc1ccc2c(c1)C(=O)N([C@H](C)CO)C[C@@H](C)[C@@H](CN(C)S(=O)(=O)c1cn(C)cn1)OCCCC[C@@H](C)O2	0.8	1.6
CN1C(=O)c2cc(NC(=O)C3CC3)ccc2OC[C@@H]2O[C@H](CC(=O)NC3CCC3)CC[C@H]21	-6.4	-5.6
C[C@H]1CN([C@@H](C)CO)C(=O)Cc2cc(NC(=O)C3CC3)ccc2O[C@H]1CN(C)S(=O)(=O)c1cn(C)cn1	-0.9	-1.9
C[C@H]1CN([C@@H](C)CO)C(=O)c2cc(NS(=O)(=O)c3ccc(F)cc3)ccc2O[C@H]1CN(C)C(=O)Nc1cccc2ccccc12	-2.2	1.2

Single entries from above.
BioA inh result of C[C@H]1CN([C@@H](C)CO)C(=O)c2cc(NS(=O)(=O)c3ccc(F)cc3)ccc2O[C@H]1CN(C)C(=O)Nc1cccc2ccccc12 : 1.2
BioA inh result of C[C@@H]1CCCCO[C@H](CN(C)S(=O)(=O)c2ccccc2)[C@@H](C)CN([C@@H](C)CO)C(=O)c2cc(NC(=O)Nc3ccccc3)ccc2O1 : 2.5
BioA inh result of CCCN1[C@@H]2c3ccc(-c4ccccc4)c(=O)n3C[C@@H]2[C@@H](CO)[C@@H]1C(=O)NCC1CC1 : 3.1
TcdB GH inh result of COc1ccc(-c2cnc3c(c2)C(=O)N([C@@H](C)CO)C[C@H](C)[C@H](CN(C)C(=O)NC2CCCC2)O3)cc1 : 1.0
BioA inh result of O=C(C[C@H]1CC[C@H]2[C@@H](COC[C@@H](O)CN2C(=O)c2cnccn2)O1)NCc1ccc(Cl)cc1 : -0.9

Compound profiles (already shown). Screens in order: TcdB GH inh | BioA inh
`C[C@@H]1CN([C@@H](C)CO)C(=O)Cc2cc(NC(=O)C3CCCCC3)ccc2O[C@@H]1CN(C)Cc1ccc(C(=O)Nc2ccccc2N)cc1` in the list: 0.2 | -6.1
`C[C@H](CO)N1C[C@H](C)[C@H](CN(C)Cc2cncnc2)Oc2ncc(C#Cc3ccccn3)cc2C1=O` in the list: 0.5 | -2.9

Screening results (PubChem)

Some of the compounds tested; count on the stated rates, not on these rows.
